GPR35 arrestin U2OS = inhibition of zaprinast-stimulated GPR35 beta-arrestin translocation – imaging, U2OS, beta-arrestin-GFP, zaprinast agonist, primary screen (AID 2058); inhibition, % at 10 µM; hits with a dose series show IC50 in µM; U2OS GPR35 beta-arrestin-GFP translocation imaging, zaprinast antagonism; higher % means a stronger effect; 290,000 tested, 0.052% active;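 active = inhibition of at least 50% with at least 30 cells and total cytoplasm GFP at most 10,000,000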
GPR55 antagonists = GPR55 antagonists blocking LPI-driven arrestin recruitment, primary screen, imaging, U2OS, beta-arrestin-GFP, LPI agonist (AID 2013); U2OS GPR55 beta-arrestin-GFP translocation imaging, LPI antagonism; higher % means a stronger effect; inhibition, % at 10 µM; hits with a dose series show IC50 in µM; 290,000 tested, 0.13% active;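 active = spots per cell inhibited over 60%, with over 100 cells counted and total cytoplasm intensity under 500,000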;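 note: U2OS cells stably carrying GPR55 and arrestin-GFP stimulated by 5 µM LPI near EC80; imaged beta-arrestin-GFP aggregate spots per cell after agonist stimulation; plate controls were LPI-stimulated DMSO wells for no effect and DMSO wells without LPI for full effect; some results filed as inactive read as strong as hits; confirmed hits need IC50 under 10 µM and bright autofluorescent wells are also inconclusive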
Salmonella PhoP GFP = PhoP-dependent GFP reporter repression – Salmonella Typhimurium, primary screen (AID 1863) | S. Typhimurium PhoP-regulated promoter GFP reporter, 4 h; higher % means a stronger effect | one-dose inhibition, % at 50 µM; IC50 in µM for titrated hits | 300,000 tested, 0.16% active;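 active = inhibition over 29.93%, a cutoff 3 SD above the screen mean, later confirmed by dose response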;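 note: 0% = low Mg2+ inducing control and 100% = high Mg2+ repressing control; strong numbers were not always called active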
GPR55 beta-arrestin = GPR55 agonists via beta-arrestin recruitment, primary screen, imaging, U2OS cells, beta-arrestin-GFP redistribution (AID 1961). one-dose activation, % at 10 µM; EC50 in µM for titrated hits. 290,000 tested, 0.048% active. U2OS GPR55 beta-arrestin-GFP redistribution imaging; higher % means a stronger effect;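 active = activation above 40% with more than 50 cells counted in the well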;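 note: U2OS osteosarcoma cells stably expressing GPR55 and beta-arrestin-GFP; plate controls were DMSO negative control for no effect and LPI positive control for full effect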
KOR beta-arrestin-1 = KOR antagonists, beta-arrestin recruitment, cell-based, luminescence, uHTS (AID 1778) | inhibition, % at 10 µM, or IC50 in µM where a hit was titrated | KOR beta-arrestin recruitment, luminescence, antagonist mode; higher % means a stronger effect | 290,000 tested, 0.091% active; in the data active = inhibition above about 50%; note: strong numbers were not always called active
KOR beta-arrestin-2 = kappa opioid receptor activators – cell-based, luminescence, uHTS, primary screen (AID 1777) | KOR beta-arrestin recruitment, luminescence; higher % means a stronger effect | activation, % at 10 µM, or EC50 in µM where a hit was titrated | 280,000 tested, 0.02% active; in the data active = activation above about 50%, passing the limit was not always enough; note: a part of the inactive calls stands beside numbers as strong as those of hits
T cell modulator = T cell immune modulation candidate; 2C CD8+ T cell-vesicle binding, flow cytometry; stronger effect = lower value; calls only at 7 µM; 330,000 tested, 0.068% active; AID 2052;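 active = response, share of CD8 T cells binding vesicles, and their 90th percentile fluorescence all below set limits, cut at about 80% in these data, passing the limit was not always enough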
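Also added: QL9-peptide-loaded Drosophila micro-vesicles bearing Ld, ICAM-1 and B7-1; Test system: purified 2C TCR transgenic mouse naive CD8+ T cells; Measured by: cytometric PE anti-B7-1 and Alexa647 anti-CD8 signals after 1% paraformaldehyde fixation; Timing: binding step 1.5 h, 37 °C, antibody labelling 20 min, ice.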
West Nile antiviral = West Nile virus antiviral activity, cell-based, CPE readout (AID 1621) | West Nile virus-infected cells, CPE inhibition; higher % means a stronger effect | one-dose CPE inhibition, % at 10 µM; IC50 in µM for titrated hits | 290,000 tested, 0.02% active; in the data active = a potency from the dose series; note: strong numbers were not always called active
NTR1 ag = NTR1-driven beta-arrestin-GFP spot formation – imaging, U2OS cells, high content, primary screen (AID 493036); P30989; 330,000 tested, 0.17% active; activation, % at 20 µM; agonist mode;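 active = activation at or above 40% of the spot to cytoplasm intensity ratio, with at least 20 cells analyzed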;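 note: 0% = DMSO without peptide and 100% = 100 nM NTR1 peptide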
Target sequence (P30989 whole entry, looked up): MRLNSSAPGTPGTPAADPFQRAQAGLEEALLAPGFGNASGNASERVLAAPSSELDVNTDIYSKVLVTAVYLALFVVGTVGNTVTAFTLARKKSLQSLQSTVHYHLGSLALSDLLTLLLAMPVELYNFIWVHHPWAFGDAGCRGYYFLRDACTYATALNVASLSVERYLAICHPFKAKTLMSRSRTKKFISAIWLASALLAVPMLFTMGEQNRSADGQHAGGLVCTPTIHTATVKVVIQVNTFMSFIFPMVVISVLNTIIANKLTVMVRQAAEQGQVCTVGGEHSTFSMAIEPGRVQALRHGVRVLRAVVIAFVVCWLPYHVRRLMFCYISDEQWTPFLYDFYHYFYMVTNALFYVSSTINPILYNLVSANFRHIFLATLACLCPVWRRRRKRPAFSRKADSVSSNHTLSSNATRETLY
T cell modulator vesicle-bound % = also measured in T cell modulator; calls as there; double positive events, %; measured here: CD8+ vesicle-bound cell fraction;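 binding gate set so that unloaded-vesicle control wells show 10% double positive cells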
NTR1 ag cell count 20 µM = further read-out of NTR1 ag, marked with its call; cell count; measured here: cell count, cytotoxicity flag
* = called active by the depositor; i = inactive; . = no result given; [ ] = another dose, or the depositor's remark.

SMILES	GPR35 arrestin U2OS	GPR55 antagonists	Salmonella PhoP GFP	GPR55 beta-arrestin	KOR beta-arrestin-1	KOR beta-arrestin-2	T cell modulator	T cell modulator vesicle-bound %	West Nile antiviral	NTR1 ag	NTR1 ag cell count 20 µM
CCc1nc2sc3c(c2c(=O)n1CCO)CCC3	-7%	-5%	7%	-0.2%	-5%	-3.6%	i	54	-0.9%	-0.6	54
Cc1ccc(-c2cc(-c3ccccc3)[nH]c(=S)c2C#N)cc1	-5%	12%	-4%	-0.1%	31%	-4.0%	i	11	-0.3%	-0.4	75
COc1ccccc1N1CCN(C(=O)CSc2ccccc2)CC1	16%	-1%	1%	0.3%	-3%	2.2%	i	21	0.1%	-0.7	82
C=CCN(c1ccc(C(N)=O)cc1)S(C)(=O)=O	4%	6%	6%	-0.1%	-1%	-0.8%	i	23	0.3%	-0.5	52
CN(C)S(=O)(=O)c1cc(NC(=O)Cn2ccsc2=N)ccc1Cl	-3%	6%	0%	-0.2%	10%	-0.7%	i	24	-0.6%	-0.6	33
CCn1c(SC(C)C(=O)Nc2nccs2)nnc1-c1ccncc1 (stereo unspecified)	-6%	16%	1%	-0.2%	7%	4.7%	i	40	-0.4%	-0.3	54
CCCC1(C(=O)O)NC(c2ccccc2O)C2C(=O)N(c3cccc(Cl)c3)C(=O)C21 (stereo unspecified)	-1%	0%	2%	-0.1%	-17%	-3.9%	i	38	-0.2%	-0.6	57
Cc1nc(CC(=O)N2CCN(S(=O)(=O)c3ccccc3C#N)CC2)cs1	11%	-5%	9%	-0.1%	16%	0.5%	i	16	0.3%	-0.1	97
Cc1ccc(NC(=O)Cn2ncn3c(cc4ccccc43)c2=O)c(C)c1	-14%	5%	-2%	0.2%	-25%	2.2%	i	5	0.1%	-0.2	37
O=C(c1ccc(F)cc1)N1CCCCC(Sc2nnc3ccccn23)C1=O (stereo unspecified)	-3%	-1%	6%	-0.4%	32%	-5.9%	i	65	-0.1%	-0.4	48
COCCNC(=O)C(=O)NCC1OCCN1S(=O)(=O)c1ccc2c(c1)OCCO2 (stereo unspecified)	-6%	7%	.	-0.1%	8%	-2.9%	i	34	-0.1%	-2.0	64
CCn1c(NC)cc(=O)n(C)c1=O	20%	3%	2%	0.7%	-27%	-2.5%	i	34	0.2%	1.9	57
N#CCCCSc1ncccc1-c1nc2ccccc2[nH]1	.	.	3%	.	.	.	i	12	0.0%	0.0	66
Cc1cc(-c2ccc(C(C)C)c(S(=O)(=O)N3CCC(C)CC3)c2)on1	-6%	1%	-2%	-0.1%	-20%	3.5%	i	44	0.0%	4.2	53
O=C(/C=C/c1cccs1)N1CCC2(CC1)Oc1ccc(Cl)cc1C(=O)C21CC(c2cccnc2)=NO1 (stereo unspecified)	-4%	-31%	-9%	0.4%	-8%	6.3%	i	5	0.5%	-1.6	109
COc1ccc(CC2(CO)CCN(C(C)Cc3ccc(Cl)cc3)CC2)cc1 (stereo unspecified)	-1%	-10%	3%	-0.3%	-25%	-6.4%	i	41	-1.3%	2.1	50
O=C(CCCCCNC(=O)c1ccccc1)N/N=C/c1ccccc1O	-2%	9%	11%	-0.3%	5%	8.6%	i	43	0.8%	2.5	51
CN(Cc1cnccn1)C(=O)CC1C(=O)NCCN1CC(c1ccccc1)c1ccccc1 (stereo unspecified)	-4%	-11%	-8%	0.0%	-3%	-3.5%	i	46	-0.6%	0.5	68
COc1ccc(CC(=O)N2CCNC2=O)cc1	-5%	20%	3%	0.9%	-2%	1.9%	i	38	0.0%	0.4	59
O=C(Cc1n[nH]c(=O)c2ccccc12)Nc1ccc(-c2nnc3n2CCCCC3)cc1	8%	4%	3%	0.5%	47%	-8.4%	i	42	-0.2%	0.9	45
O=C(Oc1coc(CSc2nnc(NC(=O)C3CC3)s2)cc1=O)c1ccccc1	2%	4%	7%	0.2%	33%	0.2%	i	42	-0.1%	-0.9	39
COc1cc(/C=C/C(=O)O)cc(S(=O)(=O)Nc2ccc3c(c2)CCC3)c1OC	3%	7%	6%	-0.2%	-27%	-1.9%	i	10	-0.2%	-1.5	52
CC(C)NC(=O)CC(=O)N/N=C/c1ccc(F)cc1	17%	-4%	6%	0.2%	1%	-3.5%	i	36	-0.4%	-0.4	52
CCc1nc2c(c(SC)nn2-c2ccccc2)c(N)c1C(=O)OC	11%	-8%	-8%	0.0%	8%	-3.1%	i	52	1.1%	0.8	45
CC(C)(C)c1ccccc1OCC(O)CN1CCN(c2ccccn2)CC1 (stereo unspecified)	0%	22%	-4%	-0.1%	-13%[20 µM]	4.1%	i	55	-1.9%	3.5	65
CSc1nc2nc(-c3cccc(C(F)(F)F)c3)ccn2n1	-5%	22%	2%	0.1%	-6%	-8.6%	i	6	-1.3%	1.0	64
O=C(CCn1c(=S)[nH]c2ccccc2c1=O)N1CCCCC1	-6%	5%	4%	-0.1%	-1%	8.0%	i	33	0.0%	0.3	54
CC(=O)N(Cc1cc(=O)[nH]c2ccccc12)c1ccccc1C	-3%	1%	-4%	-0.1%	14%	-5.6%	i	18	-0.8%	-0.9	82
COc1ccc(-n2c(SCC(=O)Nc3ccc(C(=O)O)cc3)nnc2-c2cccs2)cc1	14%	3%	7%	-0.2%	12%	-3.4%	i	50	0.1%	1.5	75
CC(O)(c1ccccc1)C(c1ccccc1)C1CCCCN1 (stereo unspecified)	5%	5%	6%	-0.1%	18%	4.6%	i	41	0.3%	-0.5	46
N/C(CS(=O)(=O)c1ccccn1)=N\OC(=O)c1ccccc1Cl	-9%	13%	-4%	2.3%	10%	3.9%	i	49	-0.2%	2.4	53
Cc1ccc(NC(=O)/C(C#N)=C/c2cc(C)n(-c3ccc(N4CCOCC4)c([N+](=O)[O-])c3)c2C)c(C)c1	-8%	0%	-1%	0.0%	14%	0.2%	i	24	0.0%	-0.7	35
NNC(=O)CSc1nnc(-c2ccccc2)n1-c1ccccc1	-8%	2%	-9%	-0.1%	-22%	3.6%	i	13	-0.7%	0.5	72
Cc1ccc(NC(=O)C2CCN(S(=O)(=O)c3cccs3)CC2)cc1C	6%	-10%	-1%	-0.1%	-2%	-1.8%	i	53	-0.1%	0.3	32
CC1CCCCN1CC(=O)Nc1cc(S(=O)(=O)N2CCOCC2)ccc1N1CCCC1 (stereo unspecified)	5%	11%	-1%	-0.4%	1%	0.2%	i	42	-1.6%	1.0	56
COc1ccc(-n2c(NC(=O)c3ccc(Br)o3)c(C#N)c3nc4ccccc4nc32)cc1	-10%	9%	-2%	0.0%	-27%	-2.1%	.	.	.	.	.
COc1ccc(NC(=O)CCN2CCCC(C)C2)cc1 (stereo unspecified)	-3%	3%	-4%	-0.1%	19%	-3.7%	i	26	0.0%	-0.9	44
O=C(O)CCCC(=O)Nc1ccccc1Br	6%	0%	27%	-0.1%	3%	1.0%	i	26	0.0%	0.6	53
CCOc1ccccc1NC(=O)CSc1ccc2nnc(-c3cccnc3)n2n1	-11%	-8%	-3%	0.0%	0%	0.2%	i	46	-1.3%	-0.8	57
Cc1ccccc1S(=O)(=O)c1c(C)cc(-c2ccccc2)[nH]c1=O	4%	20%	-9%	-0.3%	-1%	2.9%	i	14	-1.0%	-1.4	80
O=C1CC(N2CCN(C/C=C/c3ccccc3)CC2)C(=O)N1Cc1ccc(N2CCCC2=O)cc1 (stereo unspecified)	8%	5%	-8%	0.1%	-18%	-0.6%	i	38	-0.9%	-0.2	89
O=C(C1CCC(N2C(=O)C3CC=CCC3C2=O)CC1)N1CCCCC1 (stereo unspecified)	-13%	1%	-17%	0.5%	-56%	15%	i	9	0.2%	0.0	76
CC(C)C[C@H](NC(=O)c1nc[nH]c1C(=O)N1CCc2ccccc2C1)C(=O)OC(C)(C)C	-6%	3%	1%	-0.1%	17%	1.8%	i	20	0.0%	3.7	60
COc1ccccc1C(=O)N/C(=C\c1ccccc1)C(=O)NC(Cc1ccccc1)C(=O)O (stereo unspecified)	0%	-8%	4%	-0.2%	-3%	-1.0%	i	30	-0.2%	0.0	57
Cc1ccc(CCNC(=O)CNS(=O)(=O)c2ccc3nc(C)sc3c2)cc1	-14%	8%	2%	0.3%	-16%	2.1%	i	17	-0.5%	-0.6	71
CC1CCCCN1CCNC(=O)C1CCN(S(=O)(=O)N2CCCCC2)CC1 (stereo unspecified)	3%	7%	-10%	0.2%	-17%	11%	i	57	-0.1%	1.3	53
CC(C)n1cc(/C=C2/NC(=O)NC2=O)c2ccccc21	0%	4%	-2%	-0.2%	-16%	-3.6%	i	32	-0.6%	1.7	20
CC1CCc2cc(F)ccc2N1C(=O)CSc1nnc2c3cc(F)ccc3n(C)c2n1 (stereo unspecified)	-1%	6%	-12%	0.4%	13%	-3.2%	i	52	0.0%	0.4	87
Cc1ccc(S(=O)(=O)N2CCCOC2CNC(=O)C(=O)NCCCn2ccnc2)cc1 (stereo unspecified)	-15%	1%	-3%	-0.2%	-15%	-0.7%	i	53	-0.1%	-2.2	39
Cc1ccccc1OCC(=O)NCCc1nc2ccccc2[nH]1	-6%	0%	-4%	0.2%	20%	3.4%	i	42	-0.7%	0.6	37
Cc1cccc(NC(=O)c2ccc3[nH]c(=O)c(=O)[nH]c3c2)n1	-3%	8%	-2%	0.3%	25%	0.3%	i	36	-0.3%	-0.4	53
COc1ccccc1/C=C(/C(=O)OCC(=O)Nc1ccc(N(C)C)cc1)c1ccccc1	4%	-7%	-9%	0.4%	31%	-2.4%	i	47	-1.0%	2.8	56
O=C(c1ccccc1)N1CCCCCC1	-2%	13%	7%	-0.1%	34%	-0.1%	i	42	1.1%	1.0	33
Cc1cccc(-c2nc(S(=O)(=O)c3ccccc3)c(N3CCOCC3)o2)c1	-13%	6%	6%	-0.2%	-17%	2.5%	i	23	-0.9%	0.7	52
C=CCn1c(O)c(C(CC)=NCCN2CCOCC2)c(=O)[nH]c1=O	-4%	7%	0%	-0.2%	27%	-1.3%	i	34	0.6%	-1.5	65

Ordered by value in KOR beta-arrestin-2 (highest first): some entries from above.
molecule | KOR beta-arrestin-2
CC1CCCCN1CCNC(=O)C1CCN(S(=O)(=O)N2CCCCC2)CC1 (stereo unspecified) | 11%
Cc1ccc(S(=O)(=O)N2CCCOC2CNC(=O)C(=O)NCCCn2ccnc2)cc1 (stereo unspecified) | -0.7%
CC1CCc2cc(F)ccc2N1C(=O)CSc1nnc2c3cc(F)ccc3n(C)c2n1 (stereo unspecified) | -3.2%

Bioassay records deposited in PubChem BioAssay by several laboratories.

Hits appear at their usual frequency; overall some 0.62% were active at least once.
